OXTR ag = agonists of human oxytocin receptor; P30559; CHO-OTR cells, Fluo-8 calcium fluorescence; normalized: DMSO 0%, oxytocin 100%; activation, % at 3 µM; actives 0.32% (n = 320,000); AID 2435;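 active means activation above the mean of all tested compounds plus 3 SD, cutoff set per screening run, cut at about 20% in these data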;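 further: peak over basal fluorescence ratio from a 100 s FLIPR kinetic read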
Target sequence (P30559 whole entry, looked up): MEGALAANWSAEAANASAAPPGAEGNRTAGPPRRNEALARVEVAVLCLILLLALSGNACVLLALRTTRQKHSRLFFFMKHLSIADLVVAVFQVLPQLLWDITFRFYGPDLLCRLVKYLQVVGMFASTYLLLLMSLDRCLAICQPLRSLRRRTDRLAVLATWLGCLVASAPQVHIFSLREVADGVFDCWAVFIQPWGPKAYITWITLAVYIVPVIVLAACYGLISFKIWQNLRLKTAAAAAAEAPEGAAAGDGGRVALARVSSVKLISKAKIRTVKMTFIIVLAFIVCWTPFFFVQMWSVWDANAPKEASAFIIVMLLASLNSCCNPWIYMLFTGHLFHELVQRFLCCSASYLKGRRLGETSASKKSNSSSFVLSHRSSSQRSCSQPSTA
FID counter = counter-screen for HCV NS3 helicase inhibitors: DNA intercalator displacement; DNA fluorescent intercalator displacement, fluorescence; inhibition, % at 7.9 µM; actives 0.17% (n = 290,000); in the data active means inhibition above about 37%;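 further: 0% = vehicle and 100% = reference compound; higher means more ethidium bromide displaced from hairpin DNA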
GPR7 antagonist = antagonists of human GPR7 (neuropeptides B/W receptor 1); actives 1.1% (n = 290,000); P48145; inhibition, % at 4.4 µM; GPR7-expressing cells, fluorescence antagonist assay; in the data active means inhibition above about 16%, passing the limit was not always enough;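 further: cells stimulated with the agonist NPW; 0% = agonist with vehicle and 100% = vehicle without agonist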
Target sequence (P48145 whole entry, looked up): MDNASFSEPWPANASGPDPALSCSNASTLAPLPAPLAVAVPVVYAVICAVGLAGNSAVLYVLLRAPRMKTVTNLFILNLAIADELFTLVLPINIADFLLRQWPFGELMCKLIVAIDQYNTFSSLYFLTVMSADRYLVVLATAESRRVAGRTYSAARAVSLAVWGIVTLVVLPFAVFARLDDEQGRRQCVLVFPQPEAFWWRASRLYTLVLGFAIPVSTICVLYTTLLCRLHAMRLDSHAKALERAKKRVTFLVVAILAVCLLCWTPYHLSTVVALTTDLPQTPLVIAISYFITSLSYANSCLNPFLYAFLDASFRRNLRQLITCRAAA
MEKK2wt PB1 HTS = raises or lowers MEK5 binding to wildtype human MEKK2 PB1 domain; Q9Y2U5; bead flow cytometry, Alexa488-MEK5 binding to MEKK2 WT; actives lie on both sides; binding response (% of control), % at 10 µM; actives 1.1% (n = 290,000); AID 1531; in the data active means binding response below about 67% or above about 130%
MEKK3 PB1 HTS = MEKK3-MEK5 PB1 interaction, increase or decrease. Q99759. bead-based flow cytometry, Alexa488-MEK5 binding to MEKK3; actives lie on both sides; 0 = blocked by unlabeled MEK5, 100 = vehicle. binding response (% of control), % at 10 µM. actives 1.4% (n = 290,000). AID 1529;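 active means binding response more than 3 SD above or below the average of its plate-row segment, actives on both sides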;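 further: Alexa488 bead fluorescence after subtracting the streptavidin-only scavenger bead signal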
NALP1 yeast inh = NALP1 inhibition. S. cerevisiae NALP1/ASC/caspase-1 growth, X-gal OD620, 72 h. inhibition, % at 10 µM. actives 0.61% (n = 280,000); in the data active means inhibition mostly above about 24%, no sharp cut-off; inactive means mostly below about 32%; further: some compounds called inactive have numbers as strong as hits
PfM18AAP inh = PfM18AAP enzyme inhibition. recombinant PfM18AAP, H-Glu-NHMec fluorogenic cleavage. inhibition, % at 7.35 µM. actives 1.2% (n = 290,000);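 active means inhibition above the campaign mean inhibition over all tested compounds plus 3 SD, cut at about 28% in these data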;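 further: 0% = plate median of test compound wells and 100% = 2 mM ZnCl2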
PHOSPHO1 inh = inhibitors of human PHOSPHO1 phosphatase. recombinant PHOSPHO1, absorbance phosphatase assay. inhibition, % at 13.3 µM. actives 1.1% (n = 290,000). AID 1565. Q8TCT1; in the data active means inhibition above about 60%
Target sequence (Q8TCT1 whole entry, looked up): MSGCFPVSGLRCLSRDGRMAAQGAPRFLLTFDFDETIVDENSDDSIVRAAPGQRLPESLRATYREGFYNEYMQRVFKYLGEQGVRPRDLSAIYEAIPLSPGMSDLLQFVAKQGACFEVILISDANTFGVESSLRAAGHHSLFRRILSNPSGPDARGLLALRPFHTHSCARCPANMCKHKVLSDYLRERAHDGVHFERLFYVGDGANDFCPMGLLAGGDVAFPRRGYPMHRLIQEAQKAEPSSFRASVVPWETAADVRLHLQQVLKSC
MEKK2 mut-MEK5 = signal of MEK5 binding to mutant human MEKK2 PB1 domain | actives 0.35% (n = 290,000) | bead flow cytometry, Alexa488-MEK5 binding to MEKK2 mutant | percent response, % at 10 µM | AID 1530; in the data active means percent response above about 24%, passing the limit was not always enough; further: inactives centre near 1; some results filed as inactive read as strong as hits; reference of the scale not given here
An asterisk follows results filed as active; . = not tested or not shown; [ ] = remark or other dose. Not all compounds are listed; rates above refer to the full screens.

Results follow in this order: PfM18AAP inh	FID counter	MEKK2 mut-MEK5	MEKK2wt PB1 HTS	OXTR ag	GPR7 antagonist	NALP1 yeast inh	MEKK3 PB1 HTS	PHOSPHO1 inh
COc1ccc(NC(c2ccccc2F)P(=O)(Oc2ccccc2)Oc2ccccc2)cc1 (stereo not drawn)
  -1.4	-4.3	17.0	104.0	-0.3	-5.2	.	111.0	6.6
COc1cc(O)c(C(=O)O)c(-c2cc(O)c(O)cc2C)c1
  .	.	2.0	106.0	0.8	.	8.2	105.0	-18.7
Cc1ccc2cccc(OC(=O)N(C)c3ccccc3)c2n1
  3.6	-22.2	4.0	98.0	0.6	0.8	-7.6	97.0	-24.9
O=C1NC(=O)C(Cc2cccs2)C(=O)N1
  -0.6	-1.0	7.0	105.0	0.6	-2.6	4.9	112.0	-12.9
CCCCCSc1cc(OC)c(CCNC)cc1OC
  11.3	19.3	-7.0	110.0	13.0	8.1	10.2	96.0	16.2
N[C@@H](Cc1c[nH]c2ccccc12)c1nnc(SCc2ccc(Cl)cc2)o1
  -6.9	-3.1	-1.0	101.0	4.3	-15.5	13.3	100.0	28.9
CCOC(=O)C1=C(C)OC(N)=C(C(=O)OCC)[C@@]12C(=O)N(CC(N)=O)c1ccccc12
  -1.8	-20.9	2.0	99.0	2.0	-18.6	4.0	96.0	-8.4
Cc1cccc(N2CCN(Cc3ccc4c(c3)OCO4)CC2)c1C
  -1.3	5.1	10.0	107.0	-2.0	-9.0	1.4	104.0	25.3
O=C(c1ccccc1F)N1C[C@H]2C[C@@H](C1)c1cccc(=O)n1C2
  -0.8	-8.9	2.0	104.0	1.2	-8.6	13.5	103.0	29.1
CCC(=NCC1CCCO1)c1c(O)[nH]c(=O)[nH]c1=O (stereo not drawn)
  -1.7	4.2	4.0	103.0	-1.1	-8.4	7.0	104.0	0.0
Cc1c(Oc2cc(NN3CCCCC3)c([N+](=O)[O-])cc2[N+](=O)[O-])cccc1[N+](=O)[O-]
  2.1	-1.0	0.0	96.0	-0.5	-6.7	24.2	100.0	20.9
CC1(C)CC(=O)c2cc(OCC(=O)N3CCN(Cc4ccccc4)CC3)ccc2O1
  -1.5	-25.8	-9.0	88.0	-1.6	7.7	7.7	88.0	-15.8
O=c1c2ccccc2nc(/C=C/c2ccccc2O)n1-c1ccccc1O
  5.3	-19.7	1.0	98.0	8.8	3.2	-0.5	102.0	24.8
Clc1ccc2c(N3CCNCC3)ccnc2c1
  -2.8	6.4	1.0	106.0	1.7	-2.9	.	100.0	4.7
Cc1ccc2c(c1)CCCN2N=O
  -4.9	1.5	-1.0	106.0	-2.4	-3.4	23.4	114.0	-7.4
CNC(=O)O/N=C(\N)Cc1csc2ccccc12
  -4.9	-0.4	-4.0	98.0	-0.9	-9.0	.	100.0	-26.3
NC(Cc1nc2ccccc2[nH]1)c1ccc(Cl)cc1 (stereo not drawn)
  8.1	6.7	1.0	104.0	3.4	-4.8	-12.3	98.0	7.6
COc1ccccc1OCC#CCN1CCCC1
  3.9	5.1	1.0	100.0	0.7	-0.6	18.5	99.0	50.7
Cc1ccc(N2C(=O)NC(=O)C(CCc3ccccn3)(Cc3cccc(Cl)c3Cl)C2=O)cc1 (stereo not drawn)
  -3.9	-3.0	12.0	104.0	-1.5	4.2	16.0	103.0	-4.5
CCOC(=O)C(O)(c1ccc(NC(=O)Oc2ccccc2)cc1)C(F)(F)F (stereo not drawn)
  -9.9	-1.1	3.0	107.0	-0.6	-1.9	22.2	130.0*	2.5
CCOC(=O)C(O)(c1ccc(NC(=O)NC)cc1)C(F)(F)F (stereo not drawn)
  -6.5	0.8	-1.0	100.0	-1.1	5.0	-13.6	98.0	28.1
CN(CCc1nnc(N)s1)[N+](=O)[O-]
  -7.5	-5.1	0.0	104.0	0.4	-1.5	-20.8	106.0	-5.9
Cc1cc(OC(=O)N(C)C)nc(-c2ccc(C)c(Cl)c2)n1
  -8.6	-13.4	-6.0	93.0	-2.0	-9.0	7.0	94.0	16.0
O=P(O)(O)Cc1ccccc1OP(=O)(c1ccccc1)c1ccccc1
  2.5	-3.5	.	.	0.6	-3.2	7.0	.	27.9
C[N+]1(CC(COCc2ccccc2)OC(=O)Cc2ccccc2)CCOCC1 (stereo not drawn)
  -1.1	5.3	0.0	102.0	-0.2	-7.9	24.9	100.0	-8.2
CCCCc1nc(N2CCNCC2)c(C#N)c2c1CSC(C)(C)C2
  2.0	-1.3	.	.	-1.3	0.6	42.6	.	9.7
O=c1cc(CN2CCNCC2)nc2sccn12
  -3.3	-5.3	5.0	109.0	-0.2	-3.5	4.9	105.0	-1.4
Cc1cc(OCC(=O)N[C@H](C(=O)O)c2ccccc2)c2c3c(c(=O)oc2c1)CCC3
  -0.1	-18.5	-1.0	100.0	0.8	-7.4	4.2	98.0	-2.1
O=c1[nH]c(=O)n(-c2ccc(F)cc2)c(O)c1C=NCCN1CCCCC1
  2.5	-3.4	-9.0	95.0	-0.3	-5.4	-17.7	94.0	38.6
C/C(=N\Nc1ccccc1)c1c(O)n(Cc2ccccc2)c(=O)[nH]c1=O
  4.5	-10.2	-3.0	95.0	-0.5	7.5	3.0	99.0	-6.0

Later entries
Results follow in this order: PfM18AAP inh	FID counter	MEKK2 mut-MEK5	MEKK2wt PB1 HTS	OXTR ag	GPR7 antagonist	NALP1 yeast inh	MEKK3 PB1 HTS	PHOSPHO1 inh
C[C@]12CCC(=O)C=C1CCC1C2CC[C@@]2(C)C1CC[C@@]2(O)CC#N (stereo partly drawn)
  2.9	-10.5	5.0	108.0	1.7	0.5	-14.3	113.0	-3.3
O=C(Nc1ccc(F)c([N+](=O)[O-])c1)N1C[C@H]2C[C@@H](C1)c1cccc(=O)n1C2
  -9.6	-5.5	-4.0	97.0	1.3	-9.2	20.9	96.0	27.6
O=C(CN1CC=C(c2ccccc2)CC1)Nc1cc(Cl)ccc1Cl
  -1.8	1.1	-2.0	99.0	-0.7	-4.0	0.3	95.0	-9.7
COc1cc(CNCCc2c[nH]c3ccccc23)cc(OC)c1
  16.0	12.1	7.0	111.0	11.6	38.3*	25.1	101.0	-14.0
Cc1ccc(O)c(C(=O)c2cc(C(=O)NCCC(C)C)c(=O)n(CCC(C)C)c2)c1
  -13.3	-15.3	1.0	104.0	-1.9	-22.6	-2.8	102.0	23.3
Cc1ccc2c(c1)C1CN(C)CCC1N2C(=O)c1cccnc1Cl (stereo not drawn)
  -1.4	-0.4	1.0	100.0	0.9	-21.6	.	105.0	33.4
CCCCn1c(O)c(C(C)=Nc2ccc(C(=O)O)cc2)c(=O)[nH]c1=O
  -0.2	-4.8	1.0	105.0	3.9	-8.1	-40.3	102.0	3.9
CC(=O)c1ccc(OC(C)C)c(Cc2c(O)[nH]c(=S)[nH]c2=O)c1
  -12.0	3.0	-13.0	83.0	-1.3	-2.0	7.1	93.0	-45.6
CC(C)[C@@]1(NC(=O)[C@@H]2C=C3c4cccc5[nH]cc(c45)C[C@H]3N(C)C2)O[C@@]2(O)[C@@H]3CCCN3C(=O)[C@H](Cc3ccccc3)N2C1=O
  2.0	-8.5	-1.0	100.0	.	-6.2	16.8	109.0	-6.3
CC(C)(C)C(=O)OC[N+](C)(C)CCOC(=O)C(O)(c1ccccc1)C1CCCC1 (stereo not drawn)
  0.4	11.4	-13.0	91.0	-0.2	-6.0	-2.5	94.0	28.1
CCCOC(=O)c1c(N)n(Cc2cccs2)c2nc3ccccc3nc12
  -1.4	-3.6	-3.0	85.0	0.6	-0.2	-10.8	92.0	25.7
O=c1[nH]c2c(c(=O)n1C1CCCCC1)CCC2
  -4.2	2.4	-7.0	90.0	-1.2	-13.6	32.5	86.0	-3.2
C=Cn1ccnc1P(=S)(c1ccc(Cl)cc1)c1nccn1C=C
  -5.5	-25.5	-16.0	85.0	-2.9	-4.3	4.2	82.0	-26.9
CCOC(=O)C1C(=O)N(C)C2(C)CC1c1cc(OC)ccc1O2 (stereo not drawn)
  3.5	-11.1	-2.0	94.0	-0.2	-5.7	-9.4	101.0	18.3
OC1/C(=C/c2ccccc2C(F)(F)F)N2CCC1CC2 (stereo not drawn)
  -5.5	-3.4	1.0	102.0	0.8	-14.2	3.9	103.0	46.6
Cc1ccc(C(=O)C2CN(C)CC2C(=O)c2ccc(C)cc2)cc1 (stereo not drawn)
  1.0	-4.8	3.0	103.0	-0.7	-14.4	22.6	99.0	-22.9
Cc1cccc(-n2c(-c3ccc([N+](=O)[O-])cc3)nc3ccccc3c2=O)c1
  2.9	1.1	11.0	89.0	-2.4	-8.2	26.1	99.0	-3.5
COc1cc(CNCCc2ccc3c(c2)OCO3)cc(OC)c1OC
  0.1	19.4	-13.0	60.0	1.6	14.9	-21.5	47.0*[inhibitor]	-6.2
CC(=O)n1cc(C=C2C(=O)NC(=O)NC2=O)c2ccccc21
  20.4	5.0	1.0	101.0	0.2	3.3	10.4	100.0	35.5
Cc1ccc2c(c1)=NC(=O)/C(=C/c1c(O)[nH]c(=O)[nH]c1=O)C=2
  3.3	-0.3	3.0	107.0	-0.5	-8.2	.	105.0	-91.1
CNC(=O)OCc1n(C)cc[n+]1C
  -2.6	0.3	1.0	108.0	0.6	7.6	21.3	103.0	-17.8
Clc1ccc(CNCCc2ccc3c(c2)OCO3)cc1
  -2.4	10.2	5.0	108.0	7.2	0.0	41.1	106.0	33.0
O=C(O)CP(=O)(O)c1ccc(Cl)cc1
  -17.0	7.9	-9.0	101.0	0.9	-1.6	-16.6	105.0	8.9
Cn1c(O)c(C(c2ccccn2)c2c(O)n(C)c(=S)[nH]c2=O)c(=O)[nH]c1=S
  -13.9	-6.7	.	.	0.1	-2.6	-12.0	.	-46.4
CCCCCCn1c(=O)c(C(=O)Nc2cnccn2)c(O)c2ccccc21
  5.5	-1.5	3.0	101.0	0.2	-21.2	-6.0	106.0	18.3

One compound at a time (already shown). Order of values: PfM18AAP inh	FID counter	MEKK2 mut-MEK5	MEKK2wt PB1 HTS	OXTR ag	GPR7 antagonist	NALP1 yeast inh	MEKK3 PB1 HTS	PHOSPHO1 inh
Entry for Cc1cccc(-n2c(-c3ccc([N+](=O)[O-])cc3)nc3ccccc3c2=O)c1 = 2.9	1.1	11.0	89.0	-2.4	-8.2	26.1	99.0	-3.5
Entry for Cc1ccc(C(=O)C2CN(C)CC2C(=O)c2ccc(C)cc2)cc1 (stereo not drawn) = 1.0	-4.8	3.0	103.0	-0.7	-14.4	22.6	99.0	-22.9

Screens as filed in PubChem.
